# HIV RNase H inh – blocks HIV-1 RNase H cleavage of RNA/DNA duplex. P04585. RT-RNase H RNA/DNA duplex cleavage, fluorescence. inhibition, % at 10 µM. actives 1.9% (n = 65,000). AID 565; in the data active means inhibition above about 50%
# RmlC RmlD mix – mixture blocks RmlC and RmlD coupled enzyme activity; RmlC/RmlD coupled enzyme inhibition, 384-well mixture HTS; inhibition, % at 5.5 µM; actives 0.39% (n = 110,000); AID 1532; in the data active means inhibition above about 30%, passing the limit was not always enough; further: strong numbers were not always called active
# Numbers without * were called inactive; i = inactive; nt = no result given.
SMILES,HIV RNase H inh,RmlC RmlD mix
Fc1ccc(-c2nnc(Cc3nnc(-c4ccc(F)cc4)o3)o2)cc1,-2,i
COc1ccccc1NC(=O)Cc1nn(C)c(=O)c2ccccc12,-10,0
c1ccc2cc(OCCN3CCCC3)ccc2c1,-15,-5
O=CN1CCN(C2CC(=O)N(c3ccc4c(c3)OCO4)C2=O)CC1 (stereo unspecified),8,-3
CCOC(=O)C1=C(SCC)c2cc3c(n2C1=O)CCCC3,nt,-12
Cc1ccc2c(c1)NCCO2,-4,-10
O=C1c2ccccc2C(=O)N1CCCc1nc2ccccc2c(=O)n1CCCn1ccnc1,-7,-2
COc1ccc(C2SCC(=O)Nc3c2c(C)nn3C2CCOC(C)(C)C2)cc1OC (stereo unspecified),nt,10
Cc1ccccc1OCc1nnc2n1CC(C)S2 (stereo unspecified),-13,-7
CCOC(=O)COc1c(OC)cc(Cl)cc1C1Nc2ccccc2C(=O)N1c1ccc(F)cc1 (stereo unspecified),nt,-47
COc1ccc(/C=N/O)cc1COc1ccc(NC(C)=O)cc1,-13,-10
CCn1c(Cc2ccccc2)nnc1SCC(=O)Nc1ccccc1,-6,-16
O=C(NNC(=S)NC(=O)c1ccccc1[N+](=O)[O-])c1ccccc1[N+](=O)[O-],nt,1
COc1cc(S(=O)(=O)N2CCN(Cc3ccc4c(c3)OCO4)CC2)c(C)cc1C,-57,7
CCCOc1ccc(C2C(=O)N(C3CCCCC3)CC(=O)N2C2CC2)cc1OC (stereo unspecified),-2,7
CCOC(=O)N1CCN(C(=O)CN(c2ccc3c(c2)OCO3)S(C)(=O)=O)CC1,-8,11
O=C1CCN(CCc2ccccc2)CCN1CCSc1ccc(Br)cc1,nt,4
N#C/C(=C(/O)c1ccco1)c1nc2ccccc2s1,nt,9
O=C(Oc1ccc(Br)cc1)c1cncc(Br)c1,nt,7
COC(=O)c1[nH]c2cc(OC)ccc2c1NC(=O)CCN1CCCC(C)(C)C1,1,12
CCCSc1nnc(C(C)C)n1N,nt,2
COc1ccc(CCNC(=O)c2nnn(-c3cc(C)cc(C)c3)c2N)cc1OC,nt,-7
CCCc1cc(C(=O)O)c2ccccc2n1,nt,4
Cn1c(O)c(/C=N/c2ncccn2)c(=O)n(C)c1=O,nt,10
Nn1cc(-c2ccccc2)nc1SCC(=O)NC1CCS(=O)(=O)C1 (stereo unspecified),-1,-4

# Random excerpt: two compounds from above, in no set order.
SMILES,HIV RNase H inh,RmlC RmlD mix
COC(=O)c1[nH]c2cc(OC)ccc2c1NC(=O)CCN1CCCC(C)(C)C1,1,12
O=C1c2ccccc2C(=O)N1CCCc1nc2ccccc2c(=O)n1CCCn1ccnc1,-7,-2

# Further entries:
SMILES,HIV RNase H inh,RmlC RmlD mix
CSc1nsc(SC)c1NC(=O)OCCc1ccccn1,-40,-7
COc1ccc(C(=O)N2CC3(CC(c4cccc([N+](=O)[O-])c4)=NO3)C[C@H]2C(=O)NCC(N)=O)cc1 (stereo partly specified),nt,-12
Cc1cccc(N(C(=O)C(F)(F)F)C(C(=O)NC2CCCCC2)c2cccs2)c1 (stereo unspecified),nt,0
CCOC(=O)/C(=C\c1cccnc1)C(=O)c1cc(C(C)=O)c(Nc2ccccc2)s1,nt,1
Cc1c(NC(=O)COC(=O)C2CC3C=CC2C3)c(=O)n(-c2ccccc2)n1C (stereo unspecified),-11,-11
CCSc1nnc(NC(=O)c2cccc3ccccc23)s1,nt,13
O=C(CSc1ccccn1)Nc1ccccc1F,-99,nt
CCO[C@@H]1OC(C(=O)NCc2ccccc2)=C[C@H](c2ccc(C(F)(F)F)cc2)[C@H]1CCCO,nt,6
CCOC(=O)c1c(NC(=O)Cc2cccs2)sc(C(=O)NC2CCCCC2)c1C,nt,-9
O=C(NCCCN1CCCC1=O)c1ccc2c(c1)OCO2,-2,-15
CCCCc1c(O)nc(SCC(=O)c2ccccc2)[nH]c1=O,5,nt
Cc1cccc(-n2c(N)cc(=O)nc2SCC(=O)NC2CCCCC2)c1,2,16
Cc1ccccc1OCc1nc2ccccc2c(=O)n1/N=C/c1ccco1,-10,-9
CCOC(=O)c1[nH]c2ccc(F)cc2c1NC(=O)CCN1CCSCC1,-2,-14
O=C(NCc1ccoc1)c1ccc(NC(=O)c2ccccc2Cl)cc1,-4,-4
O=C(NC1CCCCC1)C(Cc1ccccc1)N1C(=O)C2C3CCC(C3)C2C1=O (stereo unspecified),nt,3
COC(=O)C(C)Sc1ccc2nnc(-c3ccc(F)cc3)n2n1 (stereo unspecified),-14,-8
CCOC(=O)c1cnn(-c2nc(-c3ccccc3F)cs2)c1C(F)(F)F,nt,-15
O=C(COc1ccc(S(=O)(=O)N2CCCC2)cc1)NCc1ccco1,-8,-18
O=C(CCN1C(=O)COc2ccccc21)N1CCN(c2ccccn2)CC1,-3,5
O=C(Nc1ccc2c(c1)OCO2)C1CCCN1C(=O)OCc1ccccc1 (stereo unspecified),-1,0
CCCCCCNC(=O)N[C@@H](Cc1ccc(O)cc1)C(=O)NCCC[C@H]1CN2C(=NC[C@H]2C)N1CC1CCC1,nt,-2
O=C(NCc1ccco1)C1CCN(S(=O)(=O)c2cccc3cccnc23)CC1,-32,18
COc1ccc(C(CN(C)C)C2(O)CCCCC2)cc1 (stereo unspecified),nt,-11
COc1ccc(NC(=O)[C@@H]2[C@@H]3C(=O)N(C4CCCCC4)C(=O)[C@@H]3C3c4ccccc4C=CN32)cc1 (stereo partly specified),40,7
# Continued:
SMILES,HIV RNase H inh,RmlC RmlD mix
COC(=O)C1=C(CSc2nc3c(cc2C#N)CN(C)CC3)OC(N)=C(C#N)C1c1ccc(F)cc1 (stereo unspecified),nt,73
COc1ccc2[nH]c(=O)c(CN(CCc3cccc(C)c3)C(C)=O)cc2c1,nt,8
Cc1cc2n(n1)C(c1c[nH]c3ccccc13)Nc1ccccc1-2 (stereo unspecified),-14,-8
O=C(CN1C(=O)c2ccccc2C1=O)N1CCOCC1,-6,-11
C=C(C)c1cccc(C(C)(C)NC(=O)N2CCCCC2CC)c1 (stereo unspecified),nt,-14
CC(C)(C)c1ccc(S(=O)(=O)N2CC(=O)Nc3ccccc32)cc1,nt,-9
COc1cccc(-c2nnn(CC(=O)Nc3ccc(C)cc3C)n2)c1OC,-4,-15
O=C(NC1CCN(C(=O)NCc2ccccc2)CC1)c1ccco1,-5,-11
CCC1CCCCN1c1nc(-c2ccncc2)nc2ccccc12 (stereo unspecified),-38,28
Cn1c(=O)n(C)c2cc(S(=O)(=O)NCCO)ccc21,nt,4
Cc1cc2c(cc1C)N(C(=O)CSC1=NCCS1)C(C)(C)c1ssc(=S)c1-2,nt,4
COc1cccc2cc(C(=O)N3C(C)CCCC3C)c(=O)oc12 (stereo unspecified),nt,6
CCCn1c(=S)[nH]c2cc(C(=O)N3CCCC(C(=O)OCC)C3)ccc2c1=O (stereo unspecified),0,5
CCCCn1nc(NC(=O)c2cccs2)c2cc3ccccc3nc21,4,-25
CSC(=Nc1ccccc1)C1=C(O)COC1=O,-1,-131
COc1cc2c(cc1OC)-c1cc(OCc3ccccc3Cl)nc(=O)n1CC2,nt,25
Clc1ccccc1-c1nnc2sc(-c3ccccn3)nn12,-20,8
Cc1ccc2nc(C3CCN(C(=O)c4ccco4)CC3)[nH]c2c1,-5,4
CC1Sc2ccc(C(=O)O)cc2NC1=O (stereo unspecified),nt,-2
O=C(Oc1ccc(/C=N/Nc2ccccc2)cc1)c1ccccc1,nt,7
CC(=O)Nn1cc2c(c1-c1ccccc1)c(=O)n(C)c(=O)n2C,-11,-6
Cc1nn(Cc2ccc(Cl)c(Cl)c2)c(C)c1NC(=O)c1cc(-c2ccc3c(c2)OCO3)on1,6,-2
Cc1cccc(N2CCN(Cc3c(C)n(C)n(-c4ccccc4)c3=O)CC2)c1C,-5,2
c1ccc(CCn2c(SCc3ccccc3)nnc2-c2ccncc2)cc1,nt,3
CCN1CCN(c2ccc(NC(=O)c3cccc4ncccc34)cc2)CC1,1,-1

# Full records, quoted from the list. Order of values: HIV RNase H inh	RmlC RmlD mix
# Results for `COc1cccc2cc(C(=O)N3C(C)CCCC3C)c(=O)oc12` (stereo unspecified) → nt	6
# Results for `O=C(NC1CCN(C(=O)NCc2ccccc2)CC1)c1ccco1` → -5	-11
# Results for `O=C(CN1C(=O)c2ccccc2C1=O)N1CCOCC1` → -6	-11
# Results for `Cc1nn(Cc2ccc(Cl)c(Cl)c2)c(C)c1NC(=O)c1cc(-c2ccc3c(c2)OCO3)on1` → 6	-2
# Results for `Clc1ccccc1-c1nnc2sc(-c3ccccn3)nn12` → -20	8

# An excerpt of these results, with two lines to a compound.
# Values run as follows: HIV RNase H inh, RmlC RmlD mix
> Clc1ccccc1-c1nnc2sc(-c3ccccn3)nn12
  -20, 8
> Cc1ccc2nc(C3CCN(C(=O)c4ccco4)CC3)[nH]c2c1
  -5, 4
> CC1Sc2ccc(C(=O)O)cc2NC1=O (stereo unspecified)
  nt, -2
> O=C(Oc1ccc(/C=N/Nc2ccccc2)cc1)c1ccccc1
  nt, 7
> CC(=O)Nn1cc2c(c1-c1ccccc1)c(=O)n(C)c(=O)n2C
  -11, -6
> Cc1nn(Cc2ccc(Cl)c(Cl)c2)c(C)c1NC(=O)c1cc(-c2ccc3c(c2)OCO3)on1
  6, -2
> Cc1cccc(N2CCN(Cc3c(C)n(C)n(-c4ccccc4)c3=O)CC2)c1C
  -5, 2

# (next part)
SMILES,HIV RNase H inh,RmlC RmlD mix
Cn1c(NC(=O)C(C)(C)Oc2ccc(Cl)cc2)cc(=O)n(C)c1=O,-9,1
CCOC(=O)N1CCN(c2cc(=O)n(Cc3ccc(F)cc3)c(=O)[nH]2)CC1,2,8
CSc1ccccc1NC(=O)Nc1cccc(Cl)c1Cl,nt,4
Cc1cc(=O)oc2cc(OCC(=O)N3CCOCC3)ccc12,nt,-4
CCOCC(=O)Nc1nc2ccc(OCC)cc2s1,-2,-8
N#CC1(Cc2ccccc2)c2ccccc2C=CN1C(=O)c1ccccc1 (stereo unspecified),nt,-6
O=C1CC(N2CCCCC2)C(=O)N1c1ccccc1 (stereo unspecified),nt,-13
Cc1cccc(C)c1NC(=O)C(NC=O)c1ccccc1 (stereo unspecified),nt,-7
COc1ccc2[nH]c(=O)c(CN(C(=O)NC3CCCCC3)C3CCCC3)cc2c1,3,14
C#CCOC(=O)CCCNc1ccc([N+](=O)[O-])cc1[N+](=O)[O-],nt,-8
CCCCNC(=S)NNC(=O)c1csc(C)c1,nt,58
Cc1onc(-c2ccccc2)c1C(=O)Nc1ccc(S(=O)(=O)NC2=NCCCCC2)cc1,2,5
O=C1NC2(CCCCC2)N=C1c1ccccc1,-6,10
CCCC(=O)N1c2ccccc2[C@@H](N(C(C)=O)c2ccccc2)C[C@H]1C,-9,-1
COC(=O)c1ccc(Oc2nc(Nc3ccc(F)cc3)nc(N3CCCC3)n2)cc1,23,-7
O=c1[nH]c(N2CCOCC2)cc2ccccc12,nt,22
CC(=O)N=c1sc2nc3ccccc3nc2n1N(C(C)=O)C(C)=O,-2,13
O=C(NC1CCCCC1)C(c1ccccc1)N(Cc1ccco1)C(=O)Cn1cnc2ccccc21 (stereo unspecified),8,-11
CCCCNS(=O)(=O)c1cccc(S(=O)(=O)N2CCCC2)c1,-8,9
Cc1c(C)n(C(=O)CN2CCN(c3ccccn3)CC2)c2ccccc12,-11,6
COc1ccc(CN2CC(C(=O)N3CCOCC3)CC2=O)cc1 (stereo unspecified),-9,nt
CCCNC(=O)c1ccccc1NS(=O)(=O)c1ccc(OC)c(OC)c1,-1,3
CCOC(=O)C1CCCN(C(=O)c2sc3nc(-c4ccc(OC)cc4)cn3c2C)C1 (stereo unspecified),18,nt
COc1ccc(-c2csc(N3CCN(Cc4ccc5c(c4)OCO5)CC3)n2)cc1,15,26
O=C(c1cccs1)N1CCN(C(=O)C(c2ccccc2)c2ccccc2)CC1,nt,-16
# More compounds follow.
SMILES,HIV RNase H inh,RmlC RmlD mix
CC(C)OC(=O)Cn1cnc2ccc(Br)cc2c1=O,-12,7
CCCCc1nc2ccccc2n2cc3c(=O)n(C)c(=O)n(C)c3c12,-21,nt
CC(C)C(c1nnnn1C1CCCC1)N1CCN(c2ccccc2F)CC1 (stereo unspecified),7,7
CCC(=O)NC(Nc1cc(C)cc(C)n1)(C(F)(F)F)C(F)(F)F,nt,-11
CCO[C@@H]1OC(C(N)=O)=C[C@H](C2CC2)[C@H]1CCCO,nt,6
Cc1nn2cc(-c3ccc(N)cc3)nc2s1,-6,3
CCCCC1=NC2(CCCC2)C(=O)N1Cc1ccc(-c2ccccc2-c2nn[nH]n2)cc1,nt,-16
COC(=O)c1sc(N2C(=O)c3oc4ccccc4c(=O)c3C2c2cccs2)nc1C (stereo unspecified),93*,-7
C#CCOCCOCCOCCNc1nc(N2CCN(C(=O)[C@H](CCCCN)n3cc(C(N)CC(C)C)nn3)CC2)nc(N2CCN(C(=O)[C@H](CCC(=O)O)n3cc(C(N)[C@H](C)CC)nn3)CC2)n1 (stereo partly specified),nt,9
O=C1CC(N2CCN(c3cccc(C(F)(F)F)c3)CC2)C(=O)N1c1ccc(F)cc1 (stereo unspecified),0,9
COc1ccc(/C(N)=N/OC(=O)c2cccc([N+](=O)[O-])c2)cc1OC,nt,8
CC(C)Oc1ccc(CNC(=S)N/N=C/c2ccc([N+](=O)[O-])cc2)cc1,nt,1
CCOc1ccc2[nH]c(=O)c(CN(CCCO)C(C)=O)cc2c1,85*,16
Nc1nc(C(=O)N2CCOCC2)nn1C(=O)c1ccc(Cl)cc1,7,6
CCn1nc(C)c(/C=N/NC(=O)c2ccoc2C)c1C,nt,17
Cc1nc2ncnn2c(C)c1CCC(=O)NCCCN1CCN(c2cccc(Cl)c2)CC1,-15,nt
Cn1c(SCC(=O)Nc2cccc(NC(=O)c3cccs3)c2)nnc1-c1ccncc1,1,-11
CN1CCN(Cc2ccccc2C(F)(F)F)CC1,2,4
COc1cccc(C2/C(=C(\O)c3c(C)nc4c(C)cccn34)C(=O)C(=O)N2CCCN(C)C)c1OC (stereo unspecified),-7,nt
O=S(=O)(NCc1ccccc1)c1ccc(Cl)cc1,nt,3
COc1cccc(C2C(C#N)=C(N)OC3=C2C(=O)CCC3)c1OC(=O)c1ccco1 (stereo unspecified),1,9
O=C1Nc2ccccc2CCC1Sc1nnc(-c2ccc(Cl)cc2)s1 (stereo unspecified),nt,2
COc1ccc(S(=O)(=O)N2CCCC(C(=O)NCc3ccncc3)C2)cc1Cl (stereo unspecified),-17,-8

# These rows are one share of the data; count on the stated rates, not on these rows.
